Source: PubChem
N370S GC mod = inhibitors or activators of N370S glucocerebrosidase for Gaucher disease; P04062; N370S GC spleen homogenate, 4MU-glucoside fluorescence; Potency, µM (doses to about 59.4 µM), for the others: at the top dose activity change, negative = inhibition, hits mostly inhibitors; actives 0.092% (n = 330,000);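 further: 0% = full enzyme activity and -100% = no enzyme basal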
FEN1 inhibitor = human FEN1 inhibition; P39748; Potency, µM (highest dose often 114 µM), for inactives: at the top dose activity change, negative = inhibition, actives largely listed as inhibitors; Recombinant FEN1 flap cleavage, fluorescence, 15 min; actives 0.35% (n = 390,000); further: nearly all actives have a fitted effect of over 65% in size
Target sequence (P39748 whole entry, looked up): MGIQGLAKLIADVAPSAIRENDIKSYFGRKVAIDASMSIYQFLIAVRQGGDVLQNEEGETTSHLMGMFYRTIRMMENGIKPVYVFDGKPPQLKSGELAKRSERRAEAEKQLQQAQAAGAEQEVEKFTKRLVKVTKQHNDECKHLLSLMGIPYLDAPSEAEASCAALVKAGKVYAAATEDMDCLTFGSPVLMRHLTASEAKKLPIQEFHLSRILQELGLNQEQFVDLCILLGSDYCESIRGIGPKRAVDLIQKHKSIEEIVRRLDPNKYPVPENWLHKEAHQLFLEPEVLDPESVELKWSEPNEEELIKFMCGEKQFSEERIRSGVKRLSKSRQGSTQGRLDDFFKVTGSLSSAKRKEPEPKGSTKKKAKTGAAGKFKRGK
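FEN1 at 10 nM, compound pretreatment for 15 min (room temperature), 50 nM final substrate to initiate; endpoint reads at 0 and 15 min; DMSO-only plates used as vehicle background.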
GCN5L2 inh = GCN5L2 (KAT2A) acetyltransferase inhibition | actives 0.21% (n = 390,000) | GCN5L2 HAT assay, ThioGlo1 CoA-SH fluorescence | AID 504327 | Q92830 | Potency, µM (series often up to 58.9 µM), for the others: at the top dose activity change, negative = inhibition, hits mostly inhibitors
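Free CoA generated was detected with ThioGlo1 (50uM) fluorescence at Ex340nm/Em540nm, read immediately and after 20 min at room temperature. Enzyme, 20 nM in HEPES pH 7.5 buffer, saw compounds 15 min before adding 75uM H3(1-25) peptide and 70uM acetyl-CoA.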
* = called active by the depositor; ? = inconclusive; . = no result given; [ ] = remark or other dose. The call rests on the fitted dose curve; in most records, active means well fitted curve in the direction sought with a large enough effect; inconclusive means small, poorly fitted or top-dose-only effect, or another doubt; inactive means no such curve, though single readings can be large; an effect the other way counts as inactive or inconclusive. Unless noted, on the % scale 0 is the no-effect control and ±100 the full control effect; potency means the concentration at half of the fitted maximal effect.

SMILES	N370S GC mod	FEN1 inhibitor	GCN5L2 inh
COc1cc(CC(NC(C)=O)C(=O)NC2CCN(c3nc(OC)nc(OC)n3)CC2)cc(OC)c1 (stereo not drawn)	3%	4%	-10%
CCOc1ccc(CNC(=O)COc2cc(=O)n(C)c3ccccc23)cc1	.	-10%	2%
COC(=O)[C@@]12OC[C@]34[C@H]([C@@H](O)[C@@H]1O)[C@@]1(C)C(=O)C(O[C@@H]5OC(CO)[C@@H](O)[C@@H](O)[C@@H]5O)=C[C@@H](C)[C@@H]1C[C@H]3OC(=O)[C@H](OC(=O)/C=C(\C)C(C)(C)OC(C)=O)[C@@H]24 (stereo partly drawn)	5%	-3%	-4%
CCCNC(=O)C1CCN(S(=O)(=O)c2cccs2)CC1	-3%	-8%	-5%
C#Cc1ccc([C@H]2C=C(C(=O)N3CCOCC3)O[C@@H](OCc3ccc(CO)cc3)C2)cc1	-22%	-18%	-8%
CCc1ccccc1NC(=O)CN(C)C(=O)Cn1cnc2ccc(Cl)cc2c1=O	.	-14%	-1%
Cc1nnc(SCC(=O)Nc2cccc([N+](=O)[O-])c2)n1CC1CCCO1 (stereo not drawn)	0%	15%	1%
COc1ccc(NC(=O)C23CC4CC(C2)CC(n2cnc(Br)n2)(C4)C3)cc1Cl	?	0%	1%
COc1cccc(NC(=O)N2CCCC2C(=O)NCc2ccccc2)c1 (stereo not drawn)	0%	13%	-3%
Cc1c(C#N)c2ccccc2n1CCOc1ccccc1F	.	6%	-2%
COC(=O)C1=C(C)NC(=O)C1(NC(=O)CN1CCCC1=O)C(F)(F)F (stereo not drawn)	14%	12%	-1%
Cc1c(C(=O)NC2CCCCC2)oc2c1C(=O)CC(C)(C)C2	4%	-12%	4%
Cc1nc2cc(C(=O)NCCC3=CCCCC3)ccc2n1-c1ccc(Br)cc1	.	-19%	-3%
O=C(NNC(=O)c1cnccn1)c1ccc(Cl)c(Cl)c1	2%	-2%	-24%
CCn1cc(C2C(C(=O)Nc3ccc(Br)cn3)=C(C)NC3=C2C(=O)CCC3)c(C)n1 (stereo not drawn)	?	-1%	-1%
Cc1ccc2[nH]nc(C(=O)N3CCCC(C(=O)c4ccc(Cl)cc4)C3)c2c1 (stereo not drawn)	7%	0%	-10%
COc1ccc2oc(C(=O)OCC(=O)NCc3ccccc3OC)c(C)c2c1	-2%	-3%	0%
CCOc1ccc(NC(=O)c2cc3c(-c4ccccc4F)nn(C)c3s2)cc1	.	?	-9%
O=[N+]([O-])c1ccc(N2CCN(C(=S)Nc3ccc(F)cc3)CC2)cc1	-6%	6%	-2%
CC(C)CC(=O)N1CCN(Cc2cccc(F)c2)CC1	5%	-1%	?
O=C(NCCO)/C(=C\c1cccc([N+](=O)[O-])c1)NC(=O)c1ccco1	-3%	1%	-1%
COc1ccc(N2CC(C(=O)OCC(=O)c3cccc(OC)c3)CC2=O)cc1 (stereo not drawn)	11%	-15%	-5%
CC1CCC/C(=N\NS(=O)(=O)c2ccccc2)C1 (stereo not drawn)	0%	0%	?
COc1ccc(CN2C(=O)c3cccnc3C2=O)cc1S(=O)(=O)N1CCOc2ccc(C)cc21	?	-1%	-3%
Clc1ccc(-c2onc3c2CCCC3)cc1	12%	6%	?
Later entries:
SMILES	N370S GC mod	FEN1 inhibitor	GCN5L2 inh
O=C(Nc1ccc(S(=O)(=O)Nc2ccccn2)cc1)c1cccc(Br)c1	-6%	-11%	-2%
O=C(C1=C[C@@H](C2CCCCC2)C[C@@H](OCCCCO)O1)N1CCN(Cc2ccccc2)CC1	-8%	10%	-5%
CC(=O)c1cccc(NC(=O)CN(c2cc(C)cc(C)c2)S(=O)(=O)c2c(C)noc2C)c1	.	-23%	-21%
Cc1ccccc1N1C(=O)CC1(C#N)c1ccc(OCc2ccccc2)cc1 (stereo not drawn)	-7%	-2%	-2%
CCN1CCN(Cc2ccc(NC(=O)c3ccc(C)c(NC(=O)c4cccc(-c5cn[nH]c(=O)c5)c4)c3)cc2C(F)(F)F)CC1	?	2%	-2%
CCOc1ccc(S(=O)(=O)N2CCC(C(=O)NCC(=O)Nc3cccc(Cl)c3C)CC2)cc1	.	14%	-10%
COc1ccc(S(=O)(=O)CC2(O)CCN(C(=O)C(C)(C)C)CC2)cc1	14%	-9%	-3%
COc1ccc(-n2c(SCC(=O)c3ccc(Cl)cc3)nc3c([nH]c4ccccc43)c2=O)cc1	.	20%	-11%
O=C(NCCc1csc(-c2cccnc2)n1)c1c(F)cccc1F	0%	13%	-8%
Cc1ccc(C)c(NNC(N)=S)c1	2%	-1%	1%
S=c1nccc(-c2ccc(Cl)cc2)[nH]1	-9%	-7%	?
CCCc1nnc(SCC(=O)NC2CCCCC2)n1CCOC	0%	5%	-4%
Cc1cccc(Cn2c(=O)n(Cc3ccc4c(c3)OCO4)c(=O)c3oc4ccccc4c32)c1	.	-7%	-1%
Cc1noc(C)c1-c1cc(N(C)C)ncn1	-8%	.	1%
COC(=O)n1ccc(C(=O)Nc2ccccc2F)n1	-15%	-9%	-6%
COC(=O)c1sc(SC)c(S(=O)(=O)C(C)C)c1N/N=C(\C#N)C(=O)c1ccccc1	?	-3%	-6%
COc1ccc2ncc3c(-c4ccccc4)nn(-c4ccc(C)c(C)c4)c3c2c1	.	2%	-8%
COc1ccc(N(CC(=O)NCCSCc2ccco2)S(=O)(=O)c2ccccc2)cc1Cl	-2%	-5%	-16%
CCc1ccc(NC(=O)N2CCCCCC2)cc1	-5%	-2%	-3%
O=C(NCc1ccc(F)cc1)C1CCN(S(=O)(=O)N2CCOCC2)CC1	2%	-12%	-8%
C/C=C/c1ccc(OCCOc2ccc(C=O)cc2OC)c(OC)c1	23%	-6%	74%[activator]
COc1ccc(S(N)(=O)=O)cc1N(C)S(=O)(=O)c1ccccc1	-1%	4%	-10%
Cc1ccc(C(=O)CSc2nnnn2-c2ccccc2)o1	10%	-7%	-3%
Cc1ccc(C(=O)NC2CCCCCC2)cc1N1CCCC1=O	-5%	-2%	-8%
CCOC(=O)c1c(C)[nH]c(C)c1S(=O)(=O)NCCCc1ccco1	-13%	-19%	-3%
Other entries
SMILES	N370S GC mod	FEN1 inhibitor	GCN5L2 inh
O=C1OCC2=C1C(c1ccc(F)cc1)Sc1ccccc1N2 (stereo not drawn)	18µM*	-16%	-3%
CCCn1cnc2scc(-c3ccc(OC)cc3)c2c1=O	3%	4%	-5%
Fc1ccc(C2CCCN2Cc2nc(Cc3ccccc3)no2)cc1 (stereo not drawn)	6%	16%	?
COc1ccc(C(=O)N2CCCC(Nc3ccc(F)cc3)C2)cc1F (stereo not drawn)	2%	2%	-6%
CCc1nnc(SCc2cn3c(C)cc(C)nc3n2)n1N	2%	-10%	0%
CCN(CC)C(=O)c1nc[nH]c1C(=O)O[C@@H](C)c1ccccc1	.	20%	2%
CCC(C)(C(=O)NC1CCCC1)N(C(C)=O)c1ccc(C)cc1 (stereo not drawn)	6%	2%	1%
Cc1ccc2cc(CN(CC3CCCO3)C(=O)C(C)C)c(=O)[nH]c2c1 (stereo not drawn)	10%	-4%	-1%
CCCC(O)c1nc2ccccc2n1Cc1ccccc1OC (stereo not drawn)	.	16%	-2%
CC(NC(=O)C1CCC(CNS(=O)(=O)c2ccccc2)CC1)c1ccccc1 (stereo not drawn)	2%	1%	-14%
CC1(C)CC(=O)C2=C(C1)Nc1ccccc1NC2c1cc(Cl)ccc1O (stereo not drawn)	-10%	2%	-1%
COc1cc(/C=C2/NC(=O)N(Cc3ccccc3F)C2=O)cc(OC)c1OC	7%	-20%	-8%
Cc1cccn2c(=O)nc(SCC(=O)N3CCCCC3)nc12	-6%	9%	-6%
COC(=O)c1ccc(=O)c2nc3/c(=C/O)c(O)cc(=O)c3[nH]c12	-1%	40µM*	?
O=C1NC2c3ccccc3CC2O1 (stereo not drawn)	-4%	18%	-5%
COC(=O)c1cccc(NC(=O)CCNC(=O)c2ccco2)c1	-6%	0%	0%
CCOC(=O)Cn1c(C)[n+](CC(=O)c2ccccc2)c2ccccc21	6%	3%	0%
CCOc1ccc(Br)cc1S(=O)(=O)Nc1ccc(C(=O)OCC(=O)N(C)c2ccccc2)cc1	-9%	-4%	-4%
COc1cc(OC)cc(-c2c(C#Cc3ccsc3)c3cc(-c4ccc(OC)nc4)ccc3n2C)c1	.	14%	?
COCC(=O)Nc1ccccc1C(=O)NC(C)C	6%	-10%	-5%
COc1ccccc1C(=O)Nc1ccc(S(=O)(=O)Nc2cc(C)on2)cc1	0%	-2%	-7%
CC(O)CN1C(=O)C(CC(=O)Nc2ccc(Cl)cc2)SC1=Nc1ccccc1 (stereo not drawn)	-5%	3%	-9%
CCCCn1cc(SCC(=O)O)c2ccccc21	2%	3%	-10%
CC(C)CCOP(=O)(c1ccc(N(C)C)cc1)C(O)c1ccccn1 (stereo not drawn)	-5%	-3%	-8%
CCNC(=O)CSc1nc2ccccc2c(=O)n1OC	-12%	-2%	0%

Part of the list above, with bars between the fields.
smiles | N370S GC mod | FEN1 inhibitor | GCN5L2 inh
COc1cc(/C=C2/NC(=O)N(Cc3ccccc3F)C2=O)cc(OC)c1OC | 7% | -20% | -8%
Cc1cccn2c(=O)nc(SCC(=O)N3CCCCC3)nc12 | -6% | 9% | -6%
COC(=O)c1ccc(=O)c2nc3/c(=C/O)c(O)cc(=O)c3[nH]c12 | -1% | 40µM* | ?
O=C1NC2c3ccccc3CC2O1 (stereo not drawn) | -4% | 18% | -5%
COC(=O)c1cccc(NC(=O)CCNC(=O)c2ccco2)c1 | -6% | 0% | 0%
CCOC(=O)Cn1c(C)[n+](CC(=O)c2ccccc2)c2ccccc21 | 6% | 3% | 0%
CCOc1ccc(Br)cc1S(=O)(=O)Nc1ccc(C(=O)OCC(=O)N(C)c2ccccc2)cc1 | -9% | -4% | -4%
COc1cc(OC)cc(-c2c(C#Cc3ccsc3)c3cc(-c4ccc(OC)nc4)ccc3n2C)c1 | . | 14% | ?
COCC(=O)Nc1ccccc1C(=O)NC(C)C | 6% | -10% | -5%
COc1ccccc1C(=O)Nc1ccc(S(=O)(=O)Nc2cc(C)on2)cc1 | 0% | -2% | -7%
CC(O)CN1C(=O)C(CC(=O)Nc2ccc(Cl)cc2)SC1=Nc1ccccc1 (stereo not drawn) | -5% | 3% | -9%
CCCCn1cc(SCC(=O)O)c2ccccc21 | 2% | 3% | -10%
CC(C)CCOP(=O)(c1ccc(N(C)C)cc1)C(O)c1ccccn1 (stereo not drawn) | -5% | -3% | -8%
CCNC(=O)CSc1nc2ccccc2c(=O)n1OC | -12% | -2% | 0%

The listing continues.
SMILES	N370S GC mod	FEN1 inhibitor	GCN5L2 inh
O=C(CNc1n[nH]c(=O)[nH]c1=O)N/N=C/C=C/c1ccccc1	-9%	-5%	-6%
O=C(N/N=C/c1ccc(Br)s1)c1cccs1	3%	-11%	-4%
CC(C)(C)c1nnc(NC(=O)CS(=O)(=O)Cc2ccccc2)s1	4%	-7%	1%
COc1ccc(C)cc1NC(=O)c1cc2ccccc2cc1OCC(=O)NCc1ccco1	.	-4%	-8%
CCn1c(SCc2ccc(C(=O)Nc3nccs3)cc2)nnc1-c1ccc(N)cc1	1%	4%	-17%
Cc1cc(NC(=O)C2C3C(=O)N(CC4CCCO4)C(C(=O)NCc4ccccc4)C34C=CC2(C)O4)no1 (stereo not drawn)	5%	2%	-2%
Cc1ccccc1NC(=O)c1c(-c2ccccc2)noc1C	1%	-5%	-7%
COc1cc2c(cc1NC(=S)Nc1cccc(C(F)(F)F)c1)oc1ccccc12	7%	-18%	-5%
O=C(CCCC(=O)OCC(=O)c1cccs1)Nc1ccc(F)cc1	-2%	16%	37%[activator]
CN(C)c1ccc(/C=N/NC(=O)Cn2nnc3ccccc32)cc1	3%	2%	-8%
COc1ccc(Cl)cc1NC(=O)Cn1c(=O)n2nc(-c3ccccc3)nc2c2ccccc21	.	20%	-2%
COc1ccc(/C=C(/CC(=O)NCc2ccc(Cl)cc2)c2nc3ccccc3s2)cc1	10%	-2%	1%
CCOC(=O)C1=C(C)NC(=O)NC1	-3%	1%	-2%
CC(C)(C)OC(=O)CC[C@@H](C(=O)NCCCCCCCCCCC(=O)N1CCN(C(=O)OC(C)(C)C)CC1)n1cc(CCCCCNC(=O)OC(C)(C)C)nn1	?	-1%	-1%
CC(NC(=O)CSc1ncccn1)c1ccccc1 (stereo not drawn)	-7%	-7%	-6%
COC(=O)c1ccccc1NC(=O)C1CCCN(c2nnc(C)c3c(C)n(-c4ccccc4)nc23)C1 (stereo not drawn)	.	-1%	-9%
Cc1ccc(C)c(C(=O)CN2C(=O)CCC2=O)c1	12%	-12%	-19%
Cc1c(-n2c(SCC(C)C)nc3ccccc3c2=O)c(=O)n(-c2ccccc2)n1C	13%	2%	1%
COc1ccc(OC)c(NC(=O)CSC2=Nc3ccccc3C3=NC(CCC(=O)NC4CCCCC4)C(=O)N23)c1 (stereo not drawn)	.	-12%	-11%
Clc1nc(-c2n[nH]nc2Cl)n[nH]1	3%	7%	10%
CCn1nc(NC(C)=O)c2cc3ccc(C)cc3nc21	-17%	-3%	-11%
O=C(CNC(=O)C1(c2ccccc2)CC1)Nc1ccc(F)c(F)c1	1%	14%	2%
Cc1ccc(SCc2nnc(N)s2)cc1	-25%	10%	-4%
